# Screens: PubChem, National Center for Advancing Translational Sciences (NCATS)
# BLM inh: inhibitors of human Bloom syndrome helicase BLM | recombinant BLM DNA unwinding, fluorescence dequenching | Potency, µM (doses to about 56.1 µM), without a hit: at the highest dose activity change, negative = inhibition, usual class: inhibitors | actives 0.2% (n = 350,000);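 further: potency means the concentration at half of the fitted maximal effect; plate controls were vehicle for no effect and no enzyme for full effect; nearly all actives have a fitted effect of over 35% in size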
# POLK inh: blocks human DNA polymerase kappa activity | Potency, µM (titrated, usually from 107 µM), for the others: at the top dose activity, negative = inhibition, usual class: inhibitors | actives 0.53% (n = 400,000) | Q9UBT6 | purified Pol kappa, fluorescent DNA synthesis assay, 10 min | AID 588579; further: potency means the concentration at half of the fitted maximal effect; on the % scale 0 is the no-effect control and ±100 the full control effect
#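 10 nM Pol kappa was preincubated with compounds for 15 min at room temperature. Reaction started with 50 nM (final) substrate. Fluorescence read kinetically at 0 and 10 min.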
# POLH inh: inhibitors of human DNA polymerase eta | Potency, µM (top dose mostly 114 µM), for inactives: at the top dose activity change, negative = inhibition, most hits filed as inhibitors | actives 1.2% (n = 390,000) | recombinant Pol eta, fluorescent DNA replication assay | AID 588591 | Q9Y253; further: potency means the concentration at half of the fitted maximal effect; on the % scale 0 is the no-effect control and ±100 the full control effect
#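 Pol eta (10 nM) was preincubated with compounds for 15 min at room temperature, after which fluorescent replication substrate (50 nM final) was added to start the reaction. Fluorescence was read kinetically at 0 and 10 min.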
# POLI inh: DNA polymerase iota (human) inhibition. Q9UNA4. actives 1% (n = 390,000). Pol iota fluorescent replication assay, 10 min. Potency, µM (top dose mostly 115 µM), without a hit: top-dose activity, negative = inhibition, most hits filed as inhibitors; further: potency means the concentration at half of the fitted maximal effect
#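 Pol iota at 10 nM preincubated 15 min with compounds at room temperature; reaction started with fluorescent substrate, 50 nM final. Fluorescence read kinetically at 0 and 10 min; buffer-only wells as negative control.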
# Apoferritin bind: candidate novel general anesthetic via apoferritin binding | AID 485281 | Potency, µM (doses to about 77.5 µM), without a hit: at the top dose activity change, negative = displacement, hits mostly inhibitors | apoferritin/1-aminoanthracene competitive binding, fluorescence | actives 0.074% (n = 350,000); further: potency means the concentration at half of the fitted maximal effect; on the % scale 0 is the no-effect control and ±100 the full control effect; nearly all actives have a fitted effect of over 20% in size
# Target sequence (P02791 2-175 limits assumed): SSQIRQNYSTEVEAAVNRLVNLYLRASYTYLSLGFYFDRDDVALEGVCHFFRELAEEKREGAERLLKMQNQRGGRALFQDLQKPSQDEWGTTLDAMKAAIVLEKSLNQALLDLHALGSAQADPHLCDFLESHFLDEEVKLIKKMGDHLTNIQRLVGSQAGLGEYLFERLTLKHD
#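 Apoferritin-based anesthetic binding model; compound displacement of fluorescent 1-AMA measured as endpoint fluorescence after 10 minutes at room temperature, scaled to free-ligand and complex controls.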
# APEX1 inh: APE1 (human) endonuclease inhibition; P27695; recombinant APE1, TAMRA/BHQ-2 abasic DNA cleavage fluorescence; Potency, µM (highest dose often 65.8 µM), for the others: top-dose activity change, negative = inhibition, actives largely listed as inhibitors; actives 0.35% (n = 350,000); AID 2517;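 further: potency means the concentration at half of the fitted maximal effect; plate controls were vehicle for no effect and reference inhibitor for full effect; nearly all actives have a fitted effect of over 55% in size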
# Target sequence (P27695 whole entry, looked up): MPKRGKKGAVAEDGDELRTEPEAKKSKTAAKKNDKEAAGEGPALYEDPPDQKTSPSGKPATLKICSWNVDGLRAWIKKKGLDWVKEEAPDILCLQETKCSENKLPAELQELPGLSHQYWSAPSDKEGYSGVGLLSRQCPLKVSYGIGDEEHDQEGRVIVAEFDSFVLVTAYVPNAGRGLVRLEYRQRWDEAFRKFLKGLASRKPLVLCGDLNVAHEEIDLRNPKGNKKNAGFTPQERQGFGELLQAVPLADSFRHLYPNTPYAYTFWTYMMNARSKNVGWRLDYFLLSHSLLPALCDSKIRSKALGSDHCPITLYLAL
#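 Measures dequenching upon AP-site incision of a 5'-TAMRA/3'-BHQ-2 THF-containing duplex, 50 nM; human APE1 0.75 nM after 15 min room-temperature exposure to compound; kinetic three-point read at one-minute spacing.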
# Pol beta inh: blocks human DNA polymerase beta activity; P06746; Pol beta primer extension/strand displacement, fluorescence kinetic; actives 1.3% (n = 340,000); Potency, µM (doses to about 114 µM), for the others: at the highest dose activity change, negative = inhibition, most hits filed as inhibitors; further: potency means the concentration at half of the fitted maximal effect; on the % scale 0 is the no-effect control and ±100 the full control effect
#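 Curves were derived by four-parameter Hill fits of normalized qHTS data. The kinetic fluorescent primer-extension read was taken at 0 and 10 min after 50 nM substrate, following a 15 min room-temperature preincubation of 10 nM enzyme with compounds.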
# LDHA inh: LDHA (human) enzyme inhibition | purified LDHA, NADH/diaphorase-resazurin fluorescence; active compounds read low | activity change, % (values are at about 110 or 230 µM) | actives 0.15% (n = 480,000) | P00338; in the data active means activity change below about -30%; inconclusive means mostly about -25% to -30%;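 further: plate controls were DMSO wells for no effect and wells without enzyme for full effect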
#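 Human LDH5 at 2 nM final in Tris HCl pH 7.4 with 0.06 mM NADH and 0.2 mM pyruvate, reacted 5 minutes at room temperature. Remaining NADH coupled via diaphorase/resazurin; resorufin fluorescence read at 0 and 20 minutes, normalized to enzyme-free and DMSO wells.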
# GRP78 ERSR act: inducers of ER stress response in human glioma cells; U87-MG GRP78 promoter luciferase reporter, 16 h; actives 0.02% (n = 420,000); Potency, µM, for the others: at the top dose activation, most hits filed as activators; further: potency means the concentration at half of the fitted maximal effect; series mostly up to about 76 µM; % of control where 0% means no effect; nearly all actives have a fitted effect of over 35% in size
#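 ERSR induction read as luciferase luminescence (Bright-Glo, 10 min at room temperature) in stably transfected human U87-MG glioma cells exposed to compounds for 16 h, using GRP78 as sensor.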
# Starred values were filed as active, the others as inactive; ? = inconclusive; / = no result given; [ ] = dose if it differs, or a comment. Unless noted, the call rests on the fitted dose curve; in most records, active means well fitted curve in the direction sought with a large enough effect; inconclusive means small, poorly fitted or top-dose-only effect, or another doubt; inactive means no such curve, though single readings can be large; an effect the other way counts as inactive or inconclusive. The list is partial; rates above refer to the full screens.
# Sample of the layout (3 entries):
SMILES,BLM inh,POLK inh,POLH inh,POLI inh,Apoferritin bind,APEX1 inh,Pol beta inh,LDHA inh,GRP78 ERSR act
COc1ccc(NC(=O)NC(C)c2ccccc2)cc1 (stereo unspecified),-0.7%,-9.3%,-20.9%,13.9%,-4.6%,22.4%,-6.9%,-5.0,-0.3%
CC(C)N=C1NN=C(c2ccc(Cl)c(Cl)c2)CS1,-7.0%,-5.9%,-15.5%,26.7%,?,-3.4%,?,-4.0,2.8%
CCc1ccc(NC(=O)Nc2ccc3c(c2)CCC3)cc1,-1.0%,-12.1%,13.2%,4.5%,-0.8%,36.1%,5.3%,-6.8,7.5%

# The whole of this part, from the start:
SMILES,BLM inh,POLK inh,POLH inh,POLI inh,Apoferritin bind,APEX1 inh,Pol beta inh,LDHA inh,GRP78 ERSR act
COc1ccc(NC(=O)NC(C)c2ccccc2)cc1 (stereo unspecified),-0.7%,-9.3%,-20.9%,13.9%,-4.6%,22.4%,-6.9%,-5.0,-0.3%
CC(C)N=C1NN=C(c2ccc(Cl)c(Cl)c2)CS1,-7.0%,-5.9%,-15.5%,26.7%,?,-3.4%,?,-4.0,2.8%
CCc1ccc(NC(=O)Nc2ccc3c(c2)CCC3)cc1,-1.0%,-12.1%,13.2%,4.5%,-0.8%,36.1%,5.3%,-6.8,7.5%
COC(=O)c1ccc(CSc2ncn[nH]2)o1,-3.0%,0.7%,-2.3%,27.4%,-13.3%,2.3%,0.5%,-0.3,-3.2%
Cc1ccc2nc(NC(=O)c3ccccc3F)sc2c1,-2.4%,1.3%,-4.5%,123.6%[activator],-5.5%,15.6%,24.4%,-0.8,-4.9%
O=C(Nc1ccc2sc3ccccc3c(=O)c2c1)c1ccccc1Cl,-5.1%,-17.3%,-15.2%,6.5%,-6.1%,-2.9%,22.9%,2.7,1.4%
Fc1cccc(-c2cc3nc4c(c(N5CCC6(CC5)OCCO6)n3n2)CCCC4)c1,-8.9%,-5.7%,-15.6%,17.7%,-6.1%,-4.9%,-10.7%,-1.4,5.0%
COc1cc(Cl)c(C)cc1NC(=O)Cn1cc(S(=O)(=O)N2CCC(C)CC2)c2ccccc2c1=O,-4.6%,-21.4%,-4.7%,-5.4%,-2.9%,/,-7.2%,-8.1,-2.0%
CC1CCN(c2c(NCC3CCC(C(=O)NCCc4ccccc4)CC3)c(=O)c2=O)CC1 (stereo unspecified),2.5%,16.8%,-2.0%,-19.8%,-12.2%,-0.4%,-2.7%,-0.1,-3.7%
COC(=O)c1ccc(NC(=O)C(=O)N2CCN(C(=S)Nc3ccccc3OC)CC2)cc1,-1.9%,-2.0%,-15.2%,10.3%,-7.9%,4.2%,6.8%,4.9,-1.3%
COc1ccc(CNC(=O)C2CCN(c3nc4ccccc4[nH]3)CC2)cc1OC,1.4%,-3.0%[60.1 µM],-21.3%,15.3%,-19.3%,/,-0.2%,-9.9,1.2%
CCOC(=O)C1(Cc2cccc(OC)c2)CCCN(Cc2cc(OC)c(O)c(OC)c2)C1 (stereo unspecified),1.5%,0.8%,-4.6%,-10.8%,-7.0%,6.7%,9.0%,10.9,-3.6%
CN(C)S(=O)(=O)c1ccc(Nc2nc(C3CC3)nc3c2nnn3Cc2ccccc2Cl)cc1,-3.3%,-11.1%,-24.0%,23.0%,-1.4%,-0.6%,0.3%,-4.0,-3.8%
CC(=O)Nc1cccc(NC(=O)c2ccc3c(c2)CCN3S(C)(=O)=O)c1,-0.9%,-3.6%,-11.4%,0.6%,6.4%,-10.3%,55.5%,-4.9,-2.6%
O=C(CSc1nc(=O)n2ccccc2n1)OCc1ccccc1,/,-15.5%,-12.4%,18.4%,/,-3.1%,/,-2.9,-5.0%
Cc1ccc(CNC(=O)Cn2c(=O)ccc3cc(S(=O)(=O)N4CCCC4)ccc32)cc1,1.2%,-0.2%[60.1 µM],1.0%,4.7%,-5.7%,/,37.1%[activator],-11.5,0.7%
Cc1nc2sc(C(=O)Nc3ccccc3)c(N)c2c(C)c1[N+](=O)[O-],-1.4%,-1.7%,-5.4%,-4.0%,-17.1%,-3.0%,0.6%,1.8,5.3%
COc1cc(C)ccc1OCCSc1nc(-c2cccc(C)c2)nc2cc(=O)[nH]n12,-10.4%,-4.3%,-29.8%,?,-11.1%,/,?,-0.5,-2.6%
Cc1ccc(C(=O)Nc2c(-c3cccs3)nc3cc(C)ccn23)cc1,2.8%,5.3%,-9.3%,17.1%,-5.9%,-1.6%,-16.7%,-1.2,-1.7%
Cc1cc(=O)oc2cc(OCC(O)CN3CCN(c4ccccc4)CC3)ccc12 (stereo unspecified),0.0%,-5.5%,-10.1%,-3.5%,?,-4.9%,11.3%,1.4,-2.8%
CCn1c(CN2CCN(c3cccc(C)c3C)CC2)n[nH]c1=S,-4.1%,5.2%,-17.2%,40.4%[activator],-11.8%,1.9%,2.6%,-6.1,-4.0%
CN1C(=S)SC(/[N+]([O-])=C\c2cccs2)C1(C)C (stereo unspecified),-5.2%,-3.7%,-1.3%,10.6%,?,10.3%,-20.2%,-10.5,-0.6%
Cc1cc2c3c(c1)C(C)(c1ccccc1)CC(C)(C)N3C(=O)C21C(C#N)=C(N)OC2=C1C(=O)CC(C)(C)C2 (stereo unspecified),-16.7%,-20.0%,-23.9%,-12.9%[58.9 µM],-21.4%,?,-4.1%,5.4,-3.8%
COc1cccc(-c2nc(CCl)cs2)c1,0.2%,-6.9%,-4.5%,73.6%[activator],-17.9%,-6.4%,23.3%,-4.7,-0.1%
COC(=O)C1=C(C)NC(=O)/C1=C/c1ccc(CNS(=O)(=O)c2ccc(C)cc2)o1,-4.3%,0.9%,-2.4%,8.3%,-10.7%,-6.1%,?,17.2,-2.8%

# 3 entries from above, with values under each structure:
# Results follow in this order: BLM inh, POLK inh, POLH inh, POLI inh, Apoferritin bind, APEX1 inh, Pol beta inh, LDHA inh, GRP78 ERSR act
> COC(=O)c1ccc(CSc2ncn[nH]2)o1
    -3.0%, 0.7%, -2.3%, 27.4%, -13.3%, 2.3%, 0.5%, -0.3, -3.2%
> Cc1ccc2nc(NC(=O)c3ccccc3F)sc2c1
    -2.4%, 1.3%, -4.5%, 123.6%[activator], -5.5%, 15.6%, 24.4%, -0.8, -4.9%
> O=C(Nc1ccc2sc3ccccc3c(=O)c2c1)c1ccccc1Cl
    -5.1%, -17.3%, -15.2%, 6.5%, -6.1%, -2.9%, 22.9%, 2.7, 1.4%

# More structures follow:
SMILES,BLM inh,POLK inh,POLH inh,POLI inh,Apoferritin bind,APEX1 inh,Pol beta inh,LDHA inh,GRP78 ERSR act
CCN1CC2([N+](=O)[O-])CC=C(OC)C([N+](=O)[O-])(C1)C2 (stereo unspecified),-4.1%,-13.8%,-3.5%,174.1%[activator],-4.1%,-2.8%,2.7%,-0.8,-3.3%
COC1=C/C(=C/c2c(N)n3nc(CC(=O)N4CCCCC4)sc3nc2=O)C=CC1=O,-5.7%,?,50.1µM*,?,3.7%,-24.4%,-1.9%,4.1,-4.2%
CCC(C)NC(=O)CCc1c(C)nc2c(c(C)nn2-c2ccc(C)cc2)c1C (stereo unspecified),0.2%,1.7%,/,4.0%,-1.5%,/,27.7%,-10.4,/
COc1cccc(C(=O)OCC(=O)Nc2ccccc2N2CCOCC2)c1,-1.2%,-5.2%,-9.9%,-9.7%,-20.0%,-1.7%,3.4%,-0.3,0.7%
O=C(NCc1ccccc1)c1ccc(-c2ccccc2F)o1,-9.6%,-8.8%,-9.3%,-13.1%,4.6%,-0.5%,3.8%,4.6,2.4%
CN(C)c1ccc(NC(=O)c2cnsn2)cc1,-1.9%,-6.6%,-1.7%,106.5%[activator],-6.3%,?,-1.8%,-7.1,-13.3%
CCn1cc(/C=C(\NC(=O)c2ccc(OC)c(OC)c2)C(=O)NCCN2CCOCC2)c2ccccc21,0.3%,-8.3%,-12.7%,-18.0%,0.0%,-15.3%,23.7%,-8.5,-0.4%
COc1nc(C)nc2c1sc(=S)n2C,2.4%,-16.9%,9.2%,9.9%,-2.9%,-1.1%,10.9%,-5.8,-2.8%
O=C(NCCCn1ccnc1)c1cc2c(s1)CCCCC2,-1.6%,-14.1%,-12.6%,-3.7%,-6.2%,13.0%,-0.8%,3.4,6.3%
Cc1ccc(C(=O)N2CCCC2)c(F)c1F,-6.5%,-10.6%,-3.5%,-0.1%,-14.7%,6.7%,8.0%,-1.8,-1.6%
Cc1cc(Cl)c(S(=O)(=O)Nc2cc(S(=O)(=O)N3CCOCC3)ccc2F)cc1OCC(N)=O,0.4%,-11.4%,-3.9%,-6.3%,-4.0%,1.1%,-0.9%,-4.7,-1.9%
O=C(Nc1ccc(N2CCOCC2)nc1)c1c(F)cccc1F,0.8%,-2.1%,-17.5%,91.8%[activator],-11.0%,0.3%,0.8%,-3.0,-1.5%
O=c1c2sccc2nc(SCc2cc(=O)n3cc(Br)ccc3n2)n1Cc1ccccn1,-0.3%,-7.3%,-8.9%,176.2%[activator],-18.7%,0.0%,-12.5%,-6.6,0.9%
O=C1NC(Cc2c[nH]c3ccccc23)C(=O)N1c1ccc(F)cc1 (stereo unspecified),-3.1%,-1.2%,-6.6%,-14.9%,7.4%,2.7%,-0.8%,0.0,10.8%
O=C(NNC(=S)NC(=O)c1ccco1)c1ccc(F)cc1,-3.9%,-8.9%,-1.7%,14.6%,-14.4%,0.5%,9.1%,-4.3,-0.1%
CSc1ccccc1NC(=O)Cn1nc([N+](=O)[O-])cc1C,-2.0%,-1.1%,-6.0%,29.0%,-6.5%,5.9%,39.8%,-2.8,-2.2%
CN(C)c1ccc(CNC(=O)CCCn2ccc3cc(S(=O)(=O)N4CCCC4)ccc32)cc1,1.2%,2.9%,-23.1%,4.6%,305.5%[activator],/,5.5%,2.0,-0.6%
